Screening data: PubChem, several laboratories
VIM-2 inh = VIM-2 metallo-beta-lactamase inhibitors, primary screen, biochemical, epi-absorbance readout, Pseudomonas aeruginosa enzyme. purified VIM-2, nitrocefin hydrolysis, epi-absorbance fluorescence. inhibition, % at 5.6 µM. actives 0.89% (n = 290,000);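 active means inhibition above the mean of all tested compounds plus 3 SD, cutoff set per screening run, cut at about 7.5% in these data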;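 further: red hydrolysis product quenches plate fluorescence so inhibitors raise well fluorescence; 0% = enzyme with DMSO and 100% = DMSO without enzyme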
IMP-1 inh = IMP-1 metallo-beta-lactamase inhibitors, primary screen, biochemical, epi-absorbance readout, Pseudomonas aeruginosa enzyme | metallo-beta-lactamase IMP-1 (Pseudomonas aeruginosa) | purified IMP-1, nitrocefin hydrolysis, epi-absorbance fluorescence | inhibition, % at 5.6 µM | actives 0.45% (n = 290,000);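 active means inhibition above the mean plus 3 SD of all compounds in the same screening run, cut at about 4.5% in these data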;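 further: 0% = IMP-1 with DMSO and 100% = DMSO wells lacking enzyme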
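Test system: recombinant IMP-1 enzyme, purified / Medium: HEPES buffer pH 7.1 with ZnSO4 and Brij 35 / Doses: single dose, 5.6 µM / Times: 25 °C, 15 min preincubation, 25 min reaction / Detection: Epi-absorbance via hydrolysed-nitrocefin quenching of white-plate fluorescence, 480/530 nm, EDTA stop / Evaluation: percent inhibition from optical density relative to buffer-blank wells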
FID counter = compounds displacing fluorescent DNA intercalator, primary screen, artefact control for HCV NS3 helicase inhibitor project, biochemical, FID fluorescence; DNA fluorescent intercalator displacement; inhibition, % at 7.9 µM; actives 0.17% (n = 290,000); in the data active means inhibition above about 37%;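 further: 0% = vehicle and 100% = reference compound; higher means more ethidium bromide displaced from hairpin DNA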
PHOSPHO1 block = PubChem AID 1565. Phosphoethanolamine/phosphocholine phosphatase (Homo sapiens), Q8TCT1. recombinant PHOSPHO1, absorbance phosphatase assay. inhibition, % at 13.3 µM. actives 1.1% (n = 290,000); in the data active means inhibition above about 60%
GPR7 antag = GPR7 receptor antagonists, primary screen, cell-based, fluorescence, single concentration. GPR7-expressing cells, fluorescence antagonist assay. actives 1.1% (n = 290,000). inhibition, % at 4.4 µM. AID 1861, 2009; in the data active means inhibition above about 16%, passing the limit was not always enough;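 further: cells stimulated with the agonist NPW; 0% = agonist with vehicle and 100% = vehicle without agonist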
Target sequence (P48145 whole entry, looked up): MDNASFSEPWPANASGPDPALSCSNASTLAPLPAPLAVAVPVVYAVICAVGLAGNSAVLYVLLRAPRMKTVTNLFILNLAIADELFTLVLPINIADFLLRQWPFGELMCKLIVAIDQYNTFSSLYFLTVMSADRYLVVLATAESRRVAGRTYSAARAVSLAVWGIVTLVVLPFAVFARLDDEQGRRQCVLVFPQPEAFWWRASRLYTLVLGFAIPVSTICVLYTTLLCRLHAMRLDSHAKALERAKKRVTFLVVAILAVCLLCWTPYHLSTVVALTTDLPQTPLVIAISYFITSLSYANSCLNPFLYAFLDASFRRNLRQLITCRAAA
NS3 helicase inh = inhibitors of HCV NS3 helicase, primary screen, biochemical, Cy5 molecular beacon fluorescence | NS3 helicase DNA unwinding | inhibition, % at 10.9 µM | actives 0.56% (n = 290,000);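 active means inhibition above the mean of all tested compounds plus 3 SD, set per campaign, cut at about 35% in these data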;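 further: 0% = DMSO wells and 100% = thioflavine S control wells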
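Compound dosing – single dose, 10.9 µM nominal final, DMSO 0.8% final · System – NS3 helicase fragment of HCV · Buffer or medium – MOPS pH 6.5, MgCl2, DTT, Tween20, BSA · Signal – Cy5 beacon fluorescence read at start and 1 h · Also added – annealed dual-labelled DNA beacon duplex, ATP-started · Schedule – 1 h at 25 °C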
GalR3 antagonist = GalR3 antagonists in HEK293 cells, primary screen, cell-based, fluorescence readout. actives 0.44% (n = 360,000). inhibition, % at 3 µM. HEK293 GalR3-CNG cAMP membrane potential fluorescence; galR3 body fused to GalR1 C-terminus. Galanin receptor type 3 (Homo sapiens), O60755;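 active means inhibition above the screen-wide average plus 3 SD, cut at about 13% in these data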;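 further: forskolin and galanin both at EC90 stimulate the cells; cAMP rise reported by CNG channel membrane potential dye signal; 0% = forskolin plus galanin with DMSO and 100% = forskolin alone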
Target sequence (O60755 1-299 limits assumed): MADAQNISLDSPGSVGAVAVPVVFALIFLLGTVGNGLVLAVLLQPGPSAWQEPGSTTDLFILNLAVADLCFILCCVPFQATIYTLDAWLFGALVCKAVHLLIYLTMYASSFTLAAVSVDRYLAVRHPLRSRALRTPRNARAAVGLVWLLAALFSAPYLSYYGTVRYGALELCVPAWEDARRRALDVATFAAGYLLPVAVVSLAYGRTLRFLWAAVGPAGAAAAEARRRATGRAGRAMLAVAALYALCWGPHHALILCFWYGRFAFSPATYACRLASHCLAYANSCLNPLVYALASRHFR
OXTR ag = human OXTR agonists, primary screen, fluorescence, CHO-OTR cells, Fluo-8 calcium. actives 0.32% (n = 320,000). Oxytocin receptor (Homo sapiens), P30559. Fluo-8 calcium fluorescence; normalized: DMSO 0%, oxytocin 100%. activation, % at 3 µM;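 active means activation above the mean of all tested compounds plus 3 SD, cutoff set per screening run, cut at about 20% in these data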;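 further: peak over basal fluorescence ratio from a 100 s FLIPR kinetic read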
V1aR counter = agonists of human V1a receptor, primary screen, counter-screen for OXTR agonist project, fluorescence, CHO-V1R cells | Vasopressin V1a receptor (Homo sapiens), P37288 | Fluo-8 calcium fluorescence, agonist mode; 0% DMSO, 100% 3 nM vasopressin | activation, % at 3 µM | actives 0.25% (n = 320,000) | AID 2797, 2010;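 active means activation above the mean activation of all tested compounds plus 3 SD, per screening run, cut at about 20% in these data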;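 further: signal is peak over basal fluorescence ratio across a 100 second FLIPR read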
Target sequence (P37288 whole entry, looked up): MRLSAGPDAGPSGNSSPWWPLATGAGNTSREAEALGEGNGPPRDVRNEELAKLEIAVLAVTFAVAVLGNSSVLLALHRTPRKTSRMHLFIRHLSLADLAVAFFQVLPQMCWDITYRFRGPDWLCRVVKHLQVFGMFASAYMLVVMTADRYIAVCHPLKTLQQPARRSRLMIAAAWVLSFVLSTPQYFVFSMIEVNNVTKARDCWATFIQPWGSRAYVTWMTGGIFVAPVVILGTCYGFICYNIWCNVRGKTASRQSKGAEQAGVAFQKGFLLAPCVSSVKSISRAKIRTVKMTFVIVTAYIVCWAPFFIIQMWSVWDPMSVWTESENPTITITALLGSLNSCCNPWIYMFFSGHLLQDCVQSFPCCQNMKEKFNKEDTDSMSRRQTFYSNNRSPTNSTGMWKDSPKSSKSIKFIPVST
* hit, by the source's call; / = no result given.

no.	compound	VIM-2 inh	IMP-1 inh	FID counter	PHOSPHO1 block	GPR7 antag	NS3 helicase inh	GalR3 antagonist	OXTR ag	V1aR counter
1	COC(Cn1cc(C)c(=O)[nH]c1=O)OC	-1.3	-3.3	0	11	-12	-14	-8	2.3	0.1
2	Cc1ccc2c(c1)[nH]c1c(=O)n(CCN3CCNCC3)cnc12	1.3	-2.3	1	10	-14	7	-1	/	/
3	CCn1c(CSCc2ccc(Cl)cc2)nnc1SCC(=O)Nc1cccc(C(=O)O)c1	-3.2	-2.2	-40	48	4	10	-4	-0.3	0.3
4	COc1ccc(S(=O)(=O)N2C3CCC2CC(NC(=O)NC2CCCCC2)C3)cc1 (stereo not given)	-2.0	-3.0	-1	1	-6	-11	-10	1.7	2.6
5	CCc1ccc(NC(=O)CSCc2nc(N)nc(Nc3ccccc3CC)n2)cc1	-1.1	-1.4	-31	4	9	-3	1	-2.2	-0.3
6	COc1ccccc1NC(=S)N1CCN(C/C=C/c2ccccc2)CC1	0.1	0.5	-8	-3	-7	2	-3	0.0	1.5
7	CCCN1Cc2cccc(C(=O)Nc3ccc(-c4nc5ccccc5[nH]4)cc3)c2C1=O	-2.3	-3.1	-2	-7	3	7	-9	1.6	-0.8
8	CCOc1ccc(-n2c(SCC(=O)N3CCc4ccccc43)nnc2-c2c[nH]c3ccccc23)cc1	-3.5	-1.4	1	-9	-13	-7	/	0.6	0.4
9	O=C(c1ccoc1)N1CCC2(CC1)Oc1ccc(F)cc1C(=O)C21CC(c2ccccc2)=NO1 (stereo not given)	/	/	/	35	/	/	-2	-0.9	-0.4
10	O=C(O)CC(c1cccc2ccccc12)n1cccc1 (stereo not given)	0.0	-0.9	-36	39	1	67*	-4	-0.6	0.5
11	COc1ccccc1NC(=S)NC(=O)C1CC1	-4.3	-4.2	-4	2	-6	5	-4	-2.5	-0.4
12	Cc1ccc2nc(N3CCN(c4ccccc4F)CC3)c(C=O)c(=O)n2c1	-2.7	-2.4	-4	41	-12	3	-2	0.0	4.0
13	COC(=O)CSc1nc(-c2ccccc2)nc2ccccc12	-3.0	-2.8	-5	-30	-10	-2	-2	-1.6	-0.1
14	CCc1ccc(-c2cn3nc(C)c(C)nc3n2)cc1	0.7	-2.8	-2	-20	-5	-4	-2	-1.3	0.9
15	Cc1[nH]nc2c1C(C1CC=CCC1)C(C#N)=C(N)O2 (stereo not given)	0.5	-1.1	0	3	-10	-2	-5	0.7	0.3
16	COc1ccc(C(C)=O)c(Oc2nc(CN3CCOCC3)nc3scc(-c4cccs4)c23)c1	-4.4	-4.2	-15	26	4	-5	1	-1.0	0.1
17	CCOC(=O)c1c(C)oc2cc(Br)c(OC(C)C(=O)OCC)cc12 (stereo not given)	0.5	-2.0	3	20	-1	-3	-5	-1.3	0.2
18	Cn1c(SCC(=O)N2CCN(c3cccc(Cl)c3)CC2)nnc1-c1ccncc1	-1.6	-1.7	-7	45	-5	7	-1	0.6	-0.1
19	NCCn1c(-c2ccccc2)cc(C(=O)O)c1-c1ccccc1F	-1.2	-2.8	-1	1	3	3	-7	0.3	1.2
20	O=C(NC12CC3CC(CC(C3)C1)C2)c1ccc(COc2ccc(Cl)cc2[N+](=O)[O-])o1	-2.5	-2.0	-8	-5	-22	-6	/	-0.5	1.2
21	COc1ccc(CC(=O)Nc2cc(C)ccc2O)cc1OC	-2.4	-2.0	-1	12	-15	-4	-5	2.7	2.5
22	CC(Sc1nnnn1C)C(=O)NC1CCCc2ccccc21 (stereo not given)	-2.9	-1.4	1	-18	-6	4	-8	0.0	0.7
23	O=C(COC(=O)c1ccc(Br)o1)Nc1cccc(S(=O)(=O)N2CCCCCC2)c1	-3.4	-2.2	-15	10	-4	-8	-5	12	7.9
24	Cc1ccc(C23CC4CC(CC(C(N)=O)(C4)C2)C3)cc1	-1.1	-2.8	-21	45	-16	-4	-8	-0.9	-0.6
25	CCCCS(=O)(=O)Nc1ccc(N2CCOCC2)c(S(=O)(=O)N2CCOCC2)c1	-3.1	-3.4	-18	38	-3	3	-4	-0.9	-1.3
26	COc1cccc(C(c2c(N)n(C)c(=O)n(C)c2=O)C(C)[N+](=O)[O-])c1 (stereo not given)	-1.6	-1.9	0	24	-10	-5	5	-0.2	-0.8
27	OC(c1ccccc1)(c1ccccc1)C1CCN(C(=S)NC2CCCC2)CC1	-0.5	-1.6	-21	-59	4	7	-4	-1.0	4.6
28	CC(=O)c1cccc(N(CC(=O)Nc2ccccc2C(=O)N2CCCC2)S(C)(=O)=O)c1	-3.3	-2.7	-13	-4	-4	7	1	0.5	0.3
29	COc1ccccc1/C=N/NC(=O)CC(=O)NC1CCCCC1	-4.0	-3.1	-6	-13	-15	18	-7	-0.8	-0.7
30	CC(NC(=O)c1ccc(CS(C)(=O)=O)cc1)c1ccc(-n2ccnc2)cc1 (stereo not given)	-1.3	-2.5	-4	48	-15	-1	-2	-0.5	0.1
31	COc1ccc(-n2cc(-c3ccccc3)c3c(NN4CCOCC4)ncnc32)cc1	-1.7	-3.8	-35	-10	-11	-25	4	2.6	2.6
32	O=C(CSc1nnnn1-c1ccccc1)Nc1nc(-c2ccccc2)ns1	-1.6	-1.6	9	22	0	-5	3	2.9	7.1
33	Cc1cccc2c(=O)n3c(nc12)CCCCC3	-3.5	-1.9	-3	-4	-3	-4	-2	-2.4	-1.4
34	Cc1nc(CCNS(=O)(=O)c2cccs2)cs1	-3.8	-0.3	-5	4	0	5	-5	-0.3	1.4
35	CCc1ccc(-c2csc(NC(=O)c3cccnc3)n2)cc1	-3.4	-3.6	-19	1	-4	-5	-5	3.2	3.5
36	CC1=C(C(=O)NCc2ccccc2)C(c2cccs2)n2ncnc2N1 (stereo not given)	-3.0	-2.6	-1	-7	-1	-1	0	0.6	0.9
37	CCOC(CNC(=O)Cc1c(C)nc2c(-c3ccccc3)c(C)nn2c1C)OCC	-2.8	-1.8	-7	-13	-23	15	-3	-1.1	-0.5
38	Cc1nn(Cc2c(F)c(F)c(F)c(F)c2F)c(C)c1NC(=O)c1nn(C)c(C)c1Br	-0.8	-2.3	-37	33	-13	0	-3	1.2	3.9
39	CCc1cccc(NC(=O)c2sc3nc4n(c(=O)c3c2C)CCC4)c1	-5.0	-1.4	-14	47	8	1	-1	3.5	5.2
40	Cc1ccc2[nH]c(=O)c(C(c3nnnn3CC3CCCO3)N3CCOCC3)cc2c1 (stereo not given)	-1.1	-3.3	-4	-8	-6	4	-3	0.1	0.0
41	COC(=O)c1ccc(Oc2c(F)c(F)nc(N3CCOCC3)c2F)cc1	-2.4	-2.2	-13	-3	-12	-3	-5	0.4	0.8
42	Cc1cccc(N=C2NC(=O)/C(=C/C=C/c3ccco3)S2)c1C	-2.1	4.8*	-17	-18	-10	45*	1	-0.4	-0.1
43	COCCCNC(=O)C1CCN(C(=O)c2cc3sccc3n2Cc2ccc(F)cc2)CC1	-0.3	1.2	-56	5	7	6	1	4.3	4.3
44	Cn1c(N=Nc2ccccc2)nc2ccccc21	-2.6	-3.6	0	9	-2	-1	-2	-2.4	-1.5
45	FC(F)(F)c1n[nH]c(=S)n1/N=C/c1ccco1	-0.9	0.1	4	7	4	-1	-1	-1.8	0.5
46	COC(=O)CN(c1cc(OC)ccc1OC)S(=O)(=O)c1ccc(OC)c(OC)c1	-2.9	-2.3	-10	29	-7	-1	-4	-0.7	0.4
47	CCc1ccc(-c2nc(CS(=O)CC(=O)NCc3cccnc3)c(C)o2)cc1 (stereo not given)	-0.9	-1.6	-12	-6	4	4	-5	-1.7	-1.4
48	O=C1c2ccc(Br)cc2C(=O)N1c1ccc(Cc2ccncc2)cc1	-1.1	-1.9	0	-19	2	-3	9	/	/
49	CCOc1cc(C2c3c(n[nH]c3C)C(=O)N2c2ccc(C)cc2)ccc1O (stereo not given)	-2.4	-5.0	-20	-17	-15	7	-5	-0.4	0.4
50	CN1CCN(C(=O)CNc2ccc(C(F)(F)F)cc2[N+](=O)[O-])CC1	24*	0.2	20	-19	11	-4	-4	2.8	0.8
51	Cn1c(=O)c2c(nc(SCC(=O)Nc3ccccc3)n2C)n(C)c1=O	-3.0	-2.9	5	2	-3	1	0	1.4	1.3
52	COc1ccc(CCN(Cc2cc3cc(C)c(C)cc3nc2Cl)C(=O)C2CC2)cc1	-3.2	-2.8	-1	-3	-1	0	-10	-1.6	0.4
53	COC(=O)Nc1cc([N+](=O)[O-])ccc1OC	-0.8	-4.4	3	-5	2	3	-3	0.5	-0.2
54	CCOC(=O)NC(Nc1cc(C)on1)(C(F)(F)F)C(F)(F)F	-1.3	-1.8	0	-6	0	2	-2	-0.4	-0.6
55	O=C(NCCOc1ccc(F)cc1)C1CCC(=O)N(CCc2ccccn2)C1 (stereo not given)	-1.8	-1.6	-13	41	-11	3	-4	-0.5	-0.8
56	O=C(CSc1ncn[nH]1)N/N=C/c1ccc(Br)cc1	0.1	-2.8	-6	34	-8	6	-8	0.1	1.9
57	CCn1c(C)c(C(C)=O)c(NCc2ccccc2)nc1=S	-1.9	-7.7	-7	-16	-5	7	-9	-1.1	0.4
58	O=C(NCc1n[nH]c(=S)n1-c1ccc(Br)cc1)c1ccc(S(=O)(=O)N2CCOCC2)cc1	-3.4	-3.8	-13	77*	-16	6	1	-1.2	0.1
59	CCc1ccc(S(=O)(=O)c2nnn3c2nc(NCCNC(C)=O)c2ccccc23)cc1	-3.5	-2.1	10	-5	-10	4	0	0.5	0.2
60	Cc1cccc2c1NC(=O)C2=Nc1ccc(Cl)cc1	-1.1	-3.4	1	25	-9	-2	-6	0.3	0.3
61	FC(F)(F)c1cc(-c2ccccc2)nc(N2CCOCC2)n1	-3.1	-1.6	2	74*	13	-2	-3	-0.9	-0.3
62	CCc1ccc(-c2cc(C(=O)NN3CCN(C)CC3)c3ccccc3n2)cc1	-3.8	-1.5	16	19	-6	-38	2	0.4	0.2

Three compounds already listed, ordered by their value in VIM-2 inh, largest number first:
entry	compound	VIM-2 inh	IMP-1 inh	PHOSPHO1 block	GPR7 antag	NS3 helicase inh	GalR3 antagonist
26	COc1cccc(C(c2c(N)n(C)c(=O)n(C)c2=O)C(C)[N+](=O)[O-])c1 (stereo not given)	-1.6	-1.9	24	-10	-5	5
31	COc1ccc(-n2cc(-c3ccccc3)c3c(NN4CCOCC4)ncnc32)cc1	-1.7	-3.8	-10	-11	-25	4
35	CCc1ccc(-c2csc(NC(=O)c3cccnc3)n2)cc1	-3.4	-3.6	1	-4	-5	-5

Not a hit list. Share with any hit: about 4.3%.
